Bioassay records (PubChem)
BoNT A protease: BoNT/A light chain protease inhibitors, primary screen, biochemical, flow cytometry, MLPCN library; inhibition, % at 10 µM; AID 588499, 2011; actives 0.17% (n = 360,000); Botulinum neurotoxin type A light chain protease (Clostridium botulinum A str. ATCC 3502); multiplex microsphere protease substrate cleavage; note: plate controls were buffer without enzyme for full effect and enzyme alone for no effect
PfHsp40 rescue: rescue of yeast from PfHsp40 toxicity, primary screen, S. cerevisiae, ATP luminescence; S. cerevisiae expressing PfHsp40, growth rescue; growth rescue, % at 12.5 µM; actives 0.68% (n = 340,000); AID 504582, 2011; in the data active = growth rescue above about 28%, passing the limit was not always enough; inconclusive = no clear call, values can overlap the other calls;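 note: yeast W303a lacking pdr1 and pdr3 grown in galactose medium; growth measured after three days at 30 °C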
PrPC surface inh: inhibitors of human cell surface prion protein PrPC, primary screen, cell-based, TR-FRET. Major prion protein (Homo sapiens), P04156. TR-FRET read-out. inhibition, % at 13.8 µM. actives 0.43% (n = 370,000). AID 720596, 2013; in the data active = inhibition above about 24%; note: 0% = median of the test wells and 100% = reference compound wells
CCHFV vOTU inh: CCHFV vOTU protease inhibitors, primary screen, biochemical, Pep-AMC substrate, fluorescence; AID 651958, 2012; actives 0.55% (n = 370,000); inhibition, % at 11.5 µM; in the data active = inhibition above about 30%; note: 0% = vehicle wells with enzyme and 100% = no enzyme wells
Anthrax LF prot: Bacillus anthracis LF protease inhibitors, primary screen, biochemical, multiplex microsphere, MLPCN library; Lethal factor (Bacillus anthracis), P15917; multiplex microsphere protease cleavage assay; inhibition, % at 10 µM; actives 0.12% (n = 360,000); note: plate controls were buffer without enzyme for full effect and enzyme alone for no effect
Target sequence (P15917 whole entry, looked up): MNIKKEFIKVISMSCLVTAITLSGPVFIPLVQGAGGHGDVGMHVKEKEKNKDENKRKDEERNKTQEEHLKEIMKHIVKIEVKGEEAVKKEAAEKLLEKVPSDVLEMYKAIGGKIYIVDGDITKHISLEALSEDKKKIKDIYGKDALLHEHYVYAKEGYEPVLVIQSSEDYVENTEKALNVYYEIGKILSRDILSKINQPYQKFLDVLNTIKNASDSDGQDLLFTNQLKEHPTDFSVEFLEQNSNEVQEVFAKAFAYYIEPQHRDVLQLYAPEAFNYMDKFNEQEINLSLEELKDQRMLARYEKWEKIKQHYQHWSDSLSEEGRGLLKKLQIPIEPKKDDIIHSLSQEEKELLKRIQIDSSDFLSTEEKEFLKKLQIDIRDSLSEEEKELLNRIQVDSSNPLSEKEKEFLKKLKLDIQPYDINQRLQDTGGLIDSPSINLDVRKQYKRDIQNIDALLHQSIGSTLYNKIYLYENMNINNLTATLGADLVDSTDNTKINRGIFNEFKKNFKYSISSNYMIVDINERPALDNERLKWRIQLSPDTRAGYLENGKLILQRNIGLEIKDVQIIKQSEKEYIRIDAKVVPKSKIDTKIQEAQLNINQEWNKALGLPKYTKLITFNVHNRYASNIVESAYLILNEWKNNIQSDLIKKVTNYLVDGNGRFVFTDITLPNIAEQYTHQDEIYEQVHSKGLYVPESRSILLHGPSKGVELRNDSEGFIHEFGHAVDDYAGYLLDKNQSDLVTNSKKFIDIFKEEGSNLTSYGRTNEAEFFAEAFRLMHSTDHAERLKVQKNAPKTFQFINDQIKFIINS
FadD28 binding: inhibitors of FadD28 bisubstrate probe binding, primary screen, biochemical, fluorescence polarization, single point. inhibition, % at 12.5 µM. actives 0.22% (n = 360,000). Mycobacterium tuberculosis FadD28 fatty-acid-AMP ligase. AID 588549, 2011; in the data active = inhibition above about 8.5%, passing the limit was not always enough; inconclusive = no clear call, values can overlap the other calls
Y pestis TopoI: Yersinia pestis topoisomerase I inhibitors, primary screen, biochemical, cleavage product accumulation, plate reader, single point | DNA topoisomerase I (Yersinia pestis CO92) | Y. pestis Topo-I cleavage product accumulation | activity, % at 10 µM | actives 0.064% (n = 360,000) | AID 504884, 2011; in the data active = activity above about 50%, passing the limit was not always enough; inconclusive = no clear call, values can overlap the other calls; note: inactives centre near 2
TcdB inh: TcdB glycohydrolase inhibitors, primary screen, biochemical, single point, plate reader; Toxin B (Clostridioides difficile), P18177; TcdB glycohydrolase enzymatic assay; inhibition, % at 9.99 µM; actives 0.24% (n = 350,000); AID 652162, 2013; in the data active = inhibition above about 10%
BoNT-F LC inh: BoNT/F light chain protease inhibitors, primary screen, biochemical, flow cytometry, MLPCN library. Multiplex microsphere protease cleavage assay. actives 0.22% (n = 360,000). inhibition, % at 10 µM. Botulinum neurotoxin type F light chain protease (Clostridium botulinum); in the data active = inhibition above about 35%, passing the limit was not always enough; inconclusive = no clear call, values can overlap the other calls; note: plate controls were buffer without enzyme for full effect and enzyme alone for no effect
The depositor's hits bear a star; ? = inconclusive; nt = not tested or not shown. Cut-off read from the data, not from the text of the source, unless noted: active = inhibition above about 30%; inconclusive = no clear call, values can overlap the other calls; inactive = below that.

(1) CC(=O)N1CCOc2ccc(S(=O)(=O)NC[C@H]3O[C@@H](n4ccc(N)nc4=O)[C@H](O)[C@@H]3O)cc21
(2) COc1cc(C(=O)NC(C)c2cnn(-c3ccccc3C)c2C)cc(OC)c1OC (stereo not given)
(3) Cc1ccc(NC(=O)Cc2ccc3c(c2)OCCO3)cc1S(=O)(=O)N1CCCCC1
(4) Cc1ccccc1OCCOc1ccc([N+](=O)[O-])cc1/C=N/n1cnnc1
(5) COC(=O)[C@]12CCCCC=C1N(Cc1ccco1)C(=O)[C@H](CC(=O)N1CCC(c3ccccc3)CC1)C2
(6) NC(=O)C1CCN(/C=C2\C(=O)NC(=O)N(Cc3ccco3)C2=O)CC1
(7) C=COCCNC(=O)Nc1ccc(Cl)c(Cl)c1
(8) CCOC(=O)CSc1nc(C(C)(C)C)nc2ccccc12
assay / entry	1	2	3	4	5	6	7	8
CCHFV vOTU inh	-8	3	17	4	22	-10	-2	12
TcdB inh	1.3	1.1	1.7	-0.7	1.9	1.5	2.4	0.9
Y pestis TopoI	0	6	25	-1	nt	1	-9	18
PrPC surface inh	-1	6	12	-4	8	1	6	32*
Anthrax LF prot	-7	2	2	-1	2	2	-3	-2
PfHsp40 rescue	nt	0.3	1.4	-0.3	nt	-0.4	0.1	-0.6
BoNT-F LC inh	-5	2	-3	-6	6	0	-13	3
BoNT A protease	-0.6	0.3	0.6	-0.6	0.0	0.2	-1.5	-0.5
FadD28 binding	-3.8	-0.5	-2.9	-3.5	nt	-0.8	-0.5	-2.3

(9) CSc1ccc(/C=N/NC(=O)c2ccc(C)c(C)c2)cc1
(10) CCCn1cnc2c(Sc3c([N+](=O)[O-])ncn3C)nc(N)nc21
(11) Clc1ccc(CSc2snnc2-c2ccccc2)cc1
(12) O=C(CNC(=O)c1ccccc1Cl)OCC(=O)N1CCc2ccccc21
(13) CCOc1ccc(/C=C(/NC(=O)c2ccccc2)C(=O)NCCC(=O)O)cc1
(14) COc1ccc(S(=O)(=O)N(CC(=O)NC2CC2)c2ccc(C)cc2)cc1
(15) CCCS(=O)(=O)N1CCN=C1SCc1ccc(C)cc1
(16) CCOc1ccc(N(C(C)C(=O)Nc2ccc(OC)cc2)S(C)(=O)=O)cc1 (stereo not given)
assay / entry	9	10	11	12	13	14	15	16
CCHFV vOTU inh	6	12	6	10	8	-7	5	7
TcdB inh	nt	1.3	nt	5.6	0.8	-2.2	1.6	nt
Y pestis TopoI	7	2	-5	-2	6	-5	-4	9
PrPC surface inh	4	-6	6	-3	1	7	5	-1
Anthrax LF prot	0	-7	?	-1	-11	1	-1	-3
PfHsp40 rescue	2.1	0.1	0.2	0.3	-1.6	-0.7	-0.8	0.1
BoNT-F LC inh	-6	0	?	-6	5	-4	-3	-3
BoNT A protease	-0.5	0.5	?	0.4	0.1	-0.4	1.1	0.4
FadD28 binding	-1.8	-2.2	-0.1	-1.3	1.2	0.3	-3.5	0.1

(17) CCOc1ccc(CNC(=O)CN2C(=O)CSc3ccc(S(=O)(=O)N4CCOCC4)cc32)cc1
(18) COc1cccc(CNC(=O)COC(=O)/C=C/c2ccc(SC)cc2)c1
(19) COc1ccc(F)cc1S(=O)(=O)N1CCc2ccccc2C1
(20) CCN1CCN(C(c2cccs2)C(C)NC(=S)Nc2cccc(C)c2C)CC1 (stereo not given)
(21) COc1ccc(N2C[C@H](C)[C@@H](CC(=O)Nc3ccccc3)C2=O)cc1
(22) COC(=O)c1ccc(C(=O)OC)c(NC(=O)Oc2ccccc2)c1
(23) O=C(CN1C(=O)CC(c2ccco2)Sc2ccccc21)NCC1CCCO1 (stereo not given)
(24) CC(C)(C)OC(=O)CNC(=O)c1nc[nH]c1C(=O)NCc1ccc(CNC(=O)OC(C)(C)C)cc1
assay / entry	17	18	19	20	21	22	23	24
CCHFV vOTU inh	8	-19	9	-4	7	-226	-10	15
TcdB inh	1.0	0.1	2.1	0.6	0.1	-0.8	nt	0.8
Y pestis TopoI	6	-5	1	-2	4	6	5	17
PrPC surface inh	7	-2	-4	-1	4	-4	-3	5
Anthrax LF prot	-2	-4	-9	1	-2	0	-8	-10
PfHsp40 rescue	nt	-0.8	nt	-0.5	nt	0.0	0.2	3.4
BoNT-F LC inh	-3	-4	2	-13	-7	-4	0	-8
BoNT A protease	-0.1	0.1	-0.1	0.7	0.4	0.7	?	-0.6
FadD28 binding	-2.5	-0.1	-2.0	-3.9	0.2	1.0	-2.9	-0.3

(25) CCCCC(=O)NC1=NC(=O)C(C)(C)S1
(26) S=c1[nH]nc(-c2cccnc2)n1/N=C/c1ccco1
(27) COc1ccc(S(=O)(=O)N2c3ccccc3NC(=O)CC2C)cc1 (stereo not given)
(28) O=C(N/N=C/c1cccnc1)C(=O)N1CCCCCC1
(29) C=CCn1c(Cc2csc(N)n2)nnc1SCc1ccc(C(=O)OC)cc1
(30) CC(=O)c1c(O)cc(=O)n(-c2ccccc2)c1-c1ccc(Cl)cc1
(31) O=C(COC(=O)/C=C/c1ccccc1)NCc1ccc2c(c1)OCO2
(32) CC1CCN(c2nc(-c3ccccc3O)nc3ccccc23)CC1
assay / entry	25	26	27	28	29	30	31	32
CCHFV vOTU inh	-9	-5	-15	-10	-2	-9	5	-4
TcdB inh	0.5	2.0	1.1	2.3	0.0	nt	1.9	nt
Y pestis TopoI	11	-6	6	-6	6	2	14	3
PrPC surface inh	-4	-1	-1	5	-1	-1	-4	-1
Anthrax LF prot	1	0	-3	-2	2	1	7	0
PfHsp40 rescue	-0.5	1.0	-1.4	1.0	0.0	-1.3	-1.4	-0.2
BoNT-F LC inh	2	-9	2	0	-8	-26	5	0
BoNT A protease	0.0	-0.5	2.5	-3.6	-0.4	-0.8	5.6	-0.5
FadD28 binding	-3.5	-3.3	-0.5	-1.7	-1.4	-0.8	0.5	-1.7

(33) Cc1ccc(NC(=O)COC(=O)COc2ccc(Cl)cc2)c([N+](=O)[O-])c1
(34) c1ccc(CNC2CN3CCC2CC3)cc1 (stereo not given)
(35) O=C(NC(Cc1ccccc1)C(=O)O)/C(=C\c1ccccc1)NC(=O)c1ccco1 (stereo not given)
(36) O=C(Cc1ccsc1)NNC(=O)c1cccc(Cl)c1
(37) CCOC(=O)N1CCC(N2CCN(Cc3ccccc3)C(CCO)C2)CC1 (stereo not given)
(38) CNc1cncc(-c2cccc(C(=O)N3CCOCC3)c2)n1
(39) CN=c1scc(C)n1/N=C/c1cc(Br)c(O)c(OC)c1
(40) CC(C)(C)OC(=O)C[C@H]1C/C=C\C[C@H](CC(=O)NCCO)C(=O)N[C@@H](c2ccccc2)COC1=O
assay / entry	33	34	35	36	37	38	39	40
CCHFV vOTU inh	-6	-2	-2	13	-1	-187	-6	-4
TcdB inh	-0.8	0.9	0.7	1.6	-0.1	0.6	-113	1.0
Y pestis TopoI	24	-6	3	-1	-4	6	-8	4
PrPC surface inh	-9	1	2	-3	0	-4	-3	-2
Anthrax LF prot	-1	5	10	-3	4	-3	-5	-7
PfHsp40 rescue	0.0	0.5	-1.8	-1.5	-0.1	nt	6.9	-0.7
BoNT-F LC inh	-1	7	5	-6	3	-7	-8	-5
BoNT A protease	1.2	0.3	-1.5	-0.7	0.0	-0.6	-0.8	-0.2
FadD28 binding	-4.5	-0.3	1.4	-1.6	-0.6	-6.5	-0.7	-0.2

3 records drawn at random from the list so far:
(5) COC(=O)[C@]12CCCCC=C1N(Cc1ccco1)C(=O)[C@H](CC(=O)N1CCC(c3ccccc3)CC1)C2
(24) CC(C)(C)OC(=O)CNC(=O)c1nc[nH]c1C(=O)NCc1ccc(CNC(=O)OC(C)(C)C)cc1
(8) CCOC(=O)CSc1nc(C(C)(C)C)nc2ccccc12
assay / entry	5	24	8
CCHFV vOTU inh	22	15	12
TcdB inh	1.9	0.8	0.9
Y pestis TopoI	nt	17	18
PrPC surface inh	8	5	32*
Anthrax LF prot	2	-10	-2
PfHsp40 rescue	nt	3.4	-0.6
BoNT-F LC inh	6	-8	3
BoNT A protease	0.0	-0.6	-0.5
FadD28 binding	nt	-0.3	-2.3

Continued:
(41) O=C(CN1CC(=O)Nc2ccccc21)Nc1ccc(F)c(F)c1
(42) Cc1ccccc1N(Cc1cc(=O)[nH]c2ccccc12)C(=O)CCl
(43) CCOC(=O)CNC(=O)CSc1nc(-c2ccc(C)cc2)ns1
(44) CCC(=O)Nc1ccc(C(=O)OCC(=O)c2cccs2)cc1
(45) O=C(CCCCC(=O)NN=Cc1ccc2c(c1)CCC2)NN=Cc1ccc2c(c1)CCC2
(46) COc1ccc(-c2nc(CS(=O)(=O)CC(=O)Nc3cccc(C(C)=O)c3)c(C)o2)cc1
(47) Cc1ccc(C(=O)Nc2ccc(F)cc2)o1
(48) CN1CCN(CCC2Oc3cc([N+](=O)[O-])ccc3NC2=O)CC1 (stereo not given)
assay / entry	41	42	43	44	45	46	47	48
CCHFV vOTU inh	-2	-7	10	5	9	14	-6	8
TcdB inh	0.2	-0.3	1.7	1.0	1.0	4.1	1.1	3.6
Y pestis TopoI	0	4	-6	8	4	24	-4	-11
PrPC surface inh	-4	-1	2	-4	-7	6	2	-12
Anthrax LF prot	-1	-12	-4	0	-2	-4	1	-4
PfHsp40 rescue	43*	-1.0	-2.4	1.6	nt	0.1	-0.7	1.1
BoNT-F LC inh	-6	2	4	-5	3	-11	-1	-2
BoNT A protease	0.0	1.7	0.1	-1.3	0.1	-1.2	0.0	-0.4
FadD28 binding	-4.3	-1.0	-1.6	0.9	-3.6	-2.3	-0.9	-2.3

(49) O=C(Nc1ccccc1)c1ccc(-c2ccc([N+](=O)[O-])cc2)o1
(50) O=C(CCc1nnc2ccc(NCc3ccco3)nn12)Nc1ccc(F)cc1F
(51) O=C(NCc1ccco1)c1cc2n(n1)C(C(F)(F)F)CC(c1ccc(F)cc1)N2 (stereo not given)
(52) CCOc1ccc(OCCC(=O)N2CCN(S(=O)(=O)c3cccc(F)c3)CC2)cc1
assay / entry	49	50	51	52
CCHFV vOTU inh	0	10	19	0
TcdB inh	0.7	1.0	nt	3.7
Y pestis TopoI	-18	-2	10	-12
PrPC surface inh	-28	-2	2	-5
Anthrax LF prot	11	-1	-13	-11
PfHsp40 rescue	1.4	-0.2	-1.2	nt
BoNT-F LC inh	7	-4	7	-16
BoNT A protease	3.5	-1.2	-0.3	-10
FadD28 binding	-0.5	-2.5	0.2	-1.1

An excerpt of these results, with bars between the fields:
# | Compound | CCHFV vOTU inh | TcdB inh | Y pestis TopoI | PrPC surface inh | Anthrax LF prot | PfHsp40 rescue | BoNT-F LC inh | BoNT A protease | FadD28 binding
19 | COc1ccc(F)cc1S(=O)(=O)N1CCc2ccccc2C1 | 9 | 2.1 | 1 | -4 | -9 | nt | 2 | -0.1 | -2.0
25 | CCCCC(=O)NC1=NC(=O)C(C)(C)S1 | -9 | 0.5 | 11 | -4 | 1 | -0.5 | 2 | 0.0 | -3.5
